# Bioassay records (PubChem BioAssay)
# NSD2 HMT inh: blocks human histone methyltransferase NSD2; NSD2 peptide methylation, AlphaScreen, 120 min; inhibition, % at 12.5 µM; O96028; actives 0.54% (n = 310,000); in the data active = inhibition above about 50%
# Target sequence (O96028 whole entry, looked up): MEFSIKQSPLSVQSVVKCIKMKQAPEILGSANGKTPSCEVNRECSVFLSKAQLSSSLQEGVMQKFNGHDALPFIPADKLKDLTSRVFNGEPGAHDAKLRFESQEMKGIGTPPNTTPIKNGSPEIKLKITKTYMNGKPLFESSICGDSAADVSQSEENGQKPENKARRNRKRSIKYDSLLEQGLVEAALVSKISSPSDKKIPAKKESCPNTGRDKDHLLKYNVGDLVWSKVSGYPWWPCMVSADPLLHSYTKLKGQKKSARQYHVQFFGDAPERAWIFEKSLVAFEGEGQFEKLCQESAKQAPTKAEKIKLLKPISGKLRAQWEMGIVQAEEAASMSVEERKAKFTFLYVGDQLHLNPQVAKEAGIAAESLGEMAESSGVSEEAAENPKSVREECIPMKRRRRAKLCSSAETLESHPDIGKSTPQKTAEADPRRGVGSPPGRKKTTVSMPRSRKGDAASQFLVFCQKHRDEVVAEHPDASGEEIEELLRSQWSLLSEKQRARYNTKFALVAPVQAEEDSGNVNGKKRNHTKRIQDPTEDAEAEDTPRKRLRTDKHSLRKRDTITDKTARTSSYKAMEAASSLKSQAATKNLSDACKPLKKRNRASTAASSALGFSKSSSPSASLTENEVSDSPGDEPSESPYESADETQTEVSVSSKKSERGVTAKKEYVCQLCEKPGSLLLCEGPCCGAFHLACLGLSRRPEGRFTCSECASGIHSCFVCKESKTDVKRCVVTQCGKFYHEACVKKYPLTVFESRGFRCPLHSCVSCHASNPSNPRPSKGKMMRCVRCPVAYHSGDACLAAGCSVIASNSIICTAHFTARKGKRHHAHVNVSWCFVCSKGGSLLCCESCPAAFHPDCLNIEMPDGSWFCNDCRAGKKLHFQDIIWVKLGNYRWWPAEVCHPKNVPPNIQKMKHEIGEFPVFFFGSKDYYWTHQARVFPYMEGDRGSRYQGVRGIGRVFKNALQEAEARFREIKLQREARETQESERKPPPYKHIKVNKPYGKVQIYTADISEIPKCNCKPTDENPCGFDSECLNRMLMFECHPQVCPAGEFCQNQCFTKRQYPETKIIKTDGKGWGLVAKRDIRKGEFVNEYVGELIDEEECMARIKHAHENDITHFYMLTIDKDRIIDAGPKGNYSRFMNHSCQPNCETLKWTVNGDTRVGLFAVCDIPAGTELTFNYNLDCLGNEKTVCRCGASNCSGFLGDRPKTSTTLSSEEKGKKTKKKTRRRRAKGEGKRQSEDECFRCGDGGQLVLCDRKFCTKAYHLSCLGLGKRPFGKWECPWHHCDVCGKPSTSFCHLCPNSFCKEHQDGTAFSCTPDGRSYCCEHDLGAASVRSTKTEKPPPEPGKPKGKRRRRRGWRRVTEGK
# * hit, by the source's call. The list is partial; rates above refer to the full screens.
SMILES	NSD2 HMT inh
COc1ccc(N2CCN(CCCNC(=O)Cc3ccc(C(F)(F)F)cc3)CC2)cc1	4
COc1ccccc1-n1cnnc1SCC(=O)Nc1cccc(S(=O)(=O)N2CCCCC2)c1	24
CC(=O)NC(c1ccc(F)c(F)c1)c1nc(-c2ccc3c(c2)OCO3)cs1 (stereo unspecified)	3
O=C(Cc1cccc2ccccc12)N/N=C/c1ccc(Sc2cccc3cccnc23)o1	0
Cc1cc(NC(=O)c2ccc(S(=O)(=O)N3CCOCC3)cc2)nc2c1c(=O)oc1ccccc12	2
c1ccc2[nH]c(COCc3nc4ccccc4[nH]3)nc2c1	-3
Cc1ccc(C(O)c2ncc(-c3ccccc3Cl)[nH]2)cc1 (stereo unspecified)	10
COc1ccc(C2C(C(=O)Nc3ccc(Cl)c(Cl)c3)CCC(=O)N2c2ccc(OC)cc2)cc1 (stereo unspecified)	0
O=C(Nc1ccc(F)c(Cl)c1)c1ccc2sc([C@H]3C[C@H](O)[C@@H](CO)O3)nc2c1	-1
COc1ccccc1-c1cnc(C(O)c2ccc(Cl)c(Cl)c2)[nH]1 (stereo unspecified)	1
CC1(C(=O)NS(=O)(=O)c2ccc3c(c2)CCO3)CCN1C(=O)CCc1ccc(Cl)cc1Cl (stereo unspecified)	-12
COc1cc(/C=N/O)ccc1OCc1ccc(Cl)cc1	1
COc1ccccc1COC(=O)c1cccc(S(=O)(=O)N(C)Cc2ccccc2)c1	-8
O=C(C1CCCN1S(=O)(=O)c1ccc([N+](=O)[O-])cc1)N1CCN(c2ccccc2)CC1 (stereo unspecified)	-1
COc1ccc(C(O)c2ncc(-c3ccccc3Cl)[nH]2)cc1F (stereo unspecified)	4
CCC(CO)Nc1ccn2nc(-c3cccc(Cl)c3)cc2n1 (stereo unspecified)	-1
CCOC(=O)C1CCCN(C(=O)c2cc(C)n(C(C)(C)C)n2)CC1 (stereo unspecified)	1
O=C(CNC(=O)c1ccccc1O)N/N=C/c1cc(Br)ccc1OC(=O)/C=C/c1ccco1	-4
CC1(C(=O)NS(=O)(=O)C2CC2)CCN(C(=O)c2ccc(F)c(Cl)c2)C1 (stereo unspecified)	1
COc1ccccc1C(O)c1ncc(-c2ccc(Cl)cc2)[nH]1 (stereo unspecified)	1
O=C1CSc2ccc(C(=O)N3CCCC(C(=O)N4CCN(c5ccc(F)cc5)CC4)C3)cc2N1 (stereo unspecified)	6
O=C(Nc1ccccc1)c1cc(C2CCCN(C(=O)CCc3ccccc3)C2)on1 (stereo unspecified)	1
COc1ccc(C(=O)N2CCCCC2c2cc(C(=O)Nc3cccc(C#N)c3)no2)cc1 (stereo unspecified)	0
O=C(Nc1ccc(F)c(Cl)c1)c1cc(C2CCCN(C(=O)CCc3ccccc3)C2)on1 (stereo unspecified)	-4
Cc1ccc(NC(=O)Cc2cccc(F)c2)c(S(=O)(=O)N2CCOCC2)c1	-2
CC(C)Oc1cccc(C(=O)Nc2nnc([C@@H]3C[C@H](O)[C@@H](CO)O3)s2)c1	-1
Cc1cccc(C(O)c2ncc(-c3ccc(C(F)(F)F)cc3)[nH]2)c1C (stereo unspecified)	1
CCCCC(CC)CNC(=O)Cn1c(=S)[nH]c2ncccc2c1=O (stereo unspecified)	-3
COc1nc(N=C(N)N)nc2ccc(C)cc12	3
COc1ccc(CN2CCC2(C)C(=O)NCc2ccc3c(c2)OCO3)c2ccccc12 (stereo unspecified)	2
CC(C)COC(=O)N1CCCCC1c1cc(C(=O)NCc2ccccc2)no1 (stereo unspecified)	-2
CNc1cccc(-c2cccc(O)c2)n1	2
CCOC(=O)N1CCN(C(=O)C[C@@H]2C[C@@]3(C(=O)OC)CC(C)(C)CC=C3N(Cc3ccccc3)C2=O)CC1	0
CCC[C@H]1[C@@H](NC(=O)C(c2ccccc2)c2ccccc2)CC[C@@]23CCCN2C(=O)CCC[C@@H]13	0
CCNC(=O)C1(C)CCCN(Cc2cccc3ccccc23)C1 (stereo unspecified)	26
COC(=O)[C@H]1C[C@]2(C/C=C(\C)CCC=C(C)C)c3ccccc3N[C@H]2N1	0
O=C(Cn1c(-c2cncs2)nc2ccccc21)N1CCOCC1	-14
COc1ccc(C(O)c2ncc(-c3ccc4ccccc4c3)[nH]2)cc1 (stereo unspecified)	4
CCCOc1ccc(F)cc1-c1cc(C(=O)Nc2ccc(F)c(Cl)c2)[nH]n1	5
Fc1ccc(-c2cc(-c3nnc4sc(-c5cccs5)nn34)[nH]n2)cc1	0
O=C(NC(c1ccc(Cl)cc1)c1ccsc1)C1CCN(Cc2cccc(Cl)c2)CC1 (stereo unspecified)	-2
COC(=O)[C@@]12C[C@@H](CC(=O)N3CCC(c4ccccc4)CC3)C(=O)N(Cc3cccc4ccccc34)C1=CCC(C)(C)C2	1
COc1ccc(CNC(=O)c2ccc(Br)cc2)cc1	-3
COc1cccc(C(=O)OCCN(C)C(C)(C)C)c1	-2
CCCNC(=O)C1(C)CCCN(C(=O)c2c(F)ccc(C)c2F)C1 (stereo unspecified)	-4
COc1cccc(-c2nc(-c3ccccn3)no2)c1	-7
CC1CCN(c2nc3c(c(=O)n(C)c(=O)n3C)n2CCSc2nc3ccccc3o2)CC1	-1
O=C(Nc1ccccc1Cl)c1cc(C2CCCN(C(=O)CCc3ccccc3)C2)on1 (stereo unspecified)	3
Cc1ccc(OCCn2c(CCNC(=O)C3CCCCCC3)nc3ccccc32)cc1	-2
CC(C)Oc1ccc(F)cc1-c1cc(C(=O)NCc2ccc(C(F)(F)F)cc2)[nH]n1	-4
CCNC(=O)C1(C)CCN(C(=O)c2c(-c3ccccc3)noc2C)C1 (stereo unspecified)	-4
CCCS(=O)(=O)N1CCN(S(=O)(=O)c2ccccc2[N+](=O)[O-])CC1	0
CCc1nc2c(OCc3ccc(S(C)(=O)=O)cc3)cccn2c1N(C)C(=O)c1ccccc1F	1
Cc1ccc(CN2C(=O)/C(=C\c3ccc(C(=O)NCc4cccnc4)cc3)Oc3ccccc32)cc1	-2
CC1(C)Cc2c(c(N3CCOCC3)nc3sc4c(N5CCOCC5)nnnc4c23)CS1	-3
CC(=O)Nc1cccc(-c2ccnc3c2CC(C)(C(=O)Nc2cccc(OC(F)(F)F)c2)O3)c1 (stereo unspecified)	3
CNc1cc(-c2ccc(OC)nc2)ncn1	5
CC1=C(C(=O)N2CCCCCC2)CC(CC(=O)NCC2CCCCC2)C(=O)N1Cc1ccc(F)cc1 (stereo unspecified)	-6
CCc1nc2ccc(C(=O)NCCOc3ccc(OC)cc3)cn2c1N(CC)CCN(C)C	0
Fc1cc(Cl)ccc1Nc1nc(NCc2ccccc2)nc2ccsc12	0

# Sorted by value in NSD2 HMT inh (highest first): 4 of the compounds above.
SMILES	NSD2 HMT inh
O=C(Nc1ccccc1Cl)c1cc(C2CCCN(C(=O)CCc3ccccc3)C2)on1 (stereo unspecified)	3
O=C(NC(c1ccc(Cl)cc1)c1ccsc1)C1CCN(Cc2cccc(Cl)c2)CC1 (stereo unspecified)	-2
CCCNC(=O)C1(C)CCCN(C(=O)c2c(F)ccc(C)c2F)C1 (stereo unspecified)	-4
COc1cccc(-c2nc(-c3ccccn3)no2)c1	-7

# (more compounds)
SMILES	NSD2 HMT inh
COc1ccc(NC(=O)C2(C)CCN2Cc2ccc(OC(C)C)cc2)cc1OC (stereo unspecified)	2
CCCNC(=O)C1(C)CCCN(C(=O)c2ccc(C)c(F)c2)C1 (stereo unspecified)	-1
CC(=O)Nc1sc2c(c1-c1nc(-c3ccccc3)cs1)CCN(C(C)C)C2	-7
COc1ccc(C(=O)N2CCCC(c3cc(C(=O)NCc4ccccc4)no3)C2)cc1 (stereo unspecified)	0
Cc1cc2c(s1)c1cnn(Cc3c(Cl)ccc(C)c3F)c(=O)c1n2C	-3
CC1(C(=O)Nc2cccc(OC(F)(F)F)c2)Cc2c(-c3ccc(C(N)=O)cc3)ccnc2O1 (stereo unspecified)	-3
COc1ccc(NC(=O)COC(=O)c2n[nH]c3ccccc23)cc1	-2
CC1Oc2ccc(C#N)cc2N(Cc2cccc(F)c2)C1=O (stereo unspecified)	55*
Cc1cccc(-c2cc(C(=O)NCCCn3ccnc3)c3ccccc3n2)c1	3
CCNC(=O)C1CCCN(C(=O)c2ccc(C)c(F)c2)CC1 (stereo unspecified)	-1
COc1cccc(CNc2nc(NCC3CC3)nc3ccsc23)c1	11
COC(=O)c1cc(S(=O)(=O)N2CCN(c3cccc(C(F)(F)F)c3)CC2)cn1C	0
CCOc1ccc(-n2c(SCC(=O)Nc3ccc(OCc4ccccc4)cc3)nnc2-c2ccc(Cl)cc2)cc1	-2
COC(=O)[C@@]12C[C@@H](CC(=O)N3CCCC3)C(=O)N(Cc3cccc4ccccc34)C1=CCC(C)(C)C2	2
COc1ccc(-c2cc(NC=O)c3ncc(-c4cccc(C(=O)NCCN(C)C)c4)n3c2)cc1	14
COC(=O)C1=CN(c2ccc3c(c2)OCO3)C(N)=C(C#N)C1c1cccc(F)c1 (stereo unspecified)	-3
CCCCNC(=O)C1(C)CCN1C(=O)c1ccc(C)c(F)c1 (stereo unspecified)	-7
CCc1nc2ccc(C(=O)NCC3CCCCC3)cn2c1N(C)Cc1ccc(OC)cc1	6
C[C@H]1[C@H](NCc2cccnc2)CC[C@@]23CCCN2C(=O)CCC[C@@H]13	1
COc1cccc(C(=O)N[C@H](C(=O)N2CCC[C@H]2C(=O)NCc2ccccc2)C2CCCCC2)c1	-1

# Records listed above shown as hits in NSD2 HMT inh:
SMILES	NSD2 HMT inh
CC1Oc2ccc(C#N)cc2N(Cc2cccc(F)c2)C1=O (stereo unspecified)	55*

# 4 compounds out of the list, arranged by SMILES length, lowest first:
SMILES	NSD2 HMT inh
CCNC(=O)C1CCCN(C(=O)c2ccc(C)c(F)c2)CC1 (stereo unspecified)	-1
Cc1cc2c(s1)c1cnn(Cc3c(Cl)ccc(C)c3F)c(=O)c1n2C	-3
COc1ccc(NC(=O)C2(C)CCN2Cc2ccc(OC(C)C)cc2)cc1OC (stereo unspecified)	2
CCOc1ccc(-n2c(SCC(=O)Nc3ccc(OCc4ccccc4)cc3)nnc2-c2ccc(Cl)cc2)cc1	-2

# Next entries
SMILES	NSD2 HMT inh
CN(C)c1ccc(-c2csc(C(O)(c3ccccc3)C(F)(F)F)n2)cc1 (stereo unspecified)	2
COc1ccc(C(C)(O)c2nc(-c3cccc(NC(C)=O)c3)cs2)cc1 (stereo unspecified)	3
Clc1ccc2nc(CNc3nc(N4CCOCC4)nc4c3ncn4-c3ccsc3)[nH]c2c1	1
C=CCOc1cccn2c(N(C)C(=O)c3ccccc3F)c(CC)nc12	-4
CCOC(=O)CC1(C)c2nc(NC(C)=O)sc2Cc2sc(NC(C)=O)nc21	0
C=C(C)CSc1nnc(-c2cc(-c3ccccc3)n[nH]2)n1N	0
COc1ccc(OCCNC(=O)C2(C)CCN2Cc2ccc(SC)cc2)cc1 (stereo unspecified)	5
CCc1nc2ccc(C(=O)NCCOc3ccc(OC)cc3)cn2c1N(C)CCCc1ccccc1	-3
CCOC(=O)C1(C)CCCN1C(=O)c1ccccc1OC (stereo unspecified)	1
Cc1nccn1CC(=O)O	-1
COc1ccc2oc3c(ccc[n+]3C)c(=O)c2c1	0
Cc1ccc(-c2cccc(=O)o2)cc1	-1
NC(c1ccccc1)c1cccs1 (stereo unspecified)	1
CCCCCCn1c(=O)[nH]c2nc3cc(N)ccc3nc2c1=O	-3
Cc1cc2nc(-c3cccnc3SCC(=O)NC3CC3)[nH]c2cc1C	1
COc1cc(-c2coc3c(C(=O)Nc4ccc(C(C)C)cc4)cccc23)ccc1O	0
OC(c1ccc(F)c(F)c1)c1nc(-c2ccncc2)cs1 (stereo unspecified)	2
CCc1nc2c(OCc3cccc(Cl)c3)cccn2c1N(C)C(=O)CC(C)C	1
COC(=O)CSc1nnc(-c2ccc(NS(=O)(=O)c3ccc(C(C)(C)C)cc3)cc2)o1	-2
COc1cccc(C(C)(O)c2nc(-c3cccc(C(F)(F)F)c3)cs2)c1 (stereo unspecified)	1
CC1(C(=O)Nc2ccc(Cl)cc2)Cc2c(-c3ccc4c(c3)OCO4)ccnc2O1 (stereo unspecified)	-32
COc1ccc(N(CC(=O)N/N=C/c2ccc3c(c2)OCO3)S(=O)(=O)c2ccccc2)cc1	1
COc1ccc(Cn2c(S(=O)(=O)CC(N)=O)nc3ccccc32)cc1[N+](=O)[O-]	4
CC(C)(C)c1cc2nc(NCCOc3ccccc3)ccn2n1	2
Cn1nc(C(C)(C)C)cc1C(=O)N1CCCC(c2cc(C(=O)Nc3ccccc3Cl)no2)C1 (stereo unspecified)	10
CSc1ccc(CN2CCC2(C)C(=O)NCc2ccccc2Br)cc1 (stereo unspecified)	-2
CC(C)CC(N)c1csc(NC(=O)Nc2ccccc2C(C)C)n1 (stereo unspecified)	3
O=C(COc1cccc2c1CCN(Cc1ccccc1F)C2=O)N1CCOCC1	-3
Cc1ccc(CN2CCc3c(OCC(=O)Nc4cc(C)ccc4C)cccc3C2=O)cc1	1
Cc1ccc(-c2cc(C(=O)NN=Cc3cccc4ccccc34)[nH]n2)cc1C	0
CCCC(=O)N1CCCC1(C)C(=O)Nc1ccc(-n2cccc2)cc1 (stereo unspecified)	8
CCOC(=O)C1(C)CCCCN1C(=O)c1ccc(N(C)C)cc1 (stereo unspecified)	-1
CN1CCN(c2cc(-c3ccc4ccccc4c3)nc3ccnn23)CC1	-1
OC[C@@H]1CN(CCN2CCOCC2)C[C@H](n2cnc3c(N4CCCC4)ncnc32)O1	0
COc1ccc(NC(=O)c2cc(C3CCCCN3S(=O)(=O)c3c(C)noc3C)on2)c(C)c1 (stereo unspecified)	-1
